Source: PubChem
GRIN3A LBD mod = modulates the human NR3A ligand-binding domain | AID 1259313 | NR3A LBD differential scanning fluorimetry, Tm shift; 0% = protein alone, 100% = glycine-bound protein | Tm shift relative to glycine control, % at 25 µM | 2.5% of 340,000 active;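 active means melting temperature shift of at least 10% of the positive control shift, at one fixed dose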
MIN6 prolif = induces beta-cell replication in MIN6 cells; MIN6 cells proliferation, ATPlite luminescence, 48 h; cells starved in 0.2% serum; 100% = growth in 10% serum; proliferation, % at 10 µM; 0.29% of 330,000 active;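 active means compounds whose signal lies at least 3.5 SD above the mean of all wells on their plate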;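 further: 0% = DMSO-treated cells in low-serum medium and 100% = 10% serum control; some compounds called inactive have numbers as strong as hits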
MPTP inh = inhibitors of mitochondrial permeability transition pore; isolated mouse mitochondria, Ca2+ swelling absorbance, 30 min; inhibition, % at 10 µM; 1.4% of 360,000 active; AID 602449;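 active means inhibition of 50% or more, scaled per plate between neutral and stimulator controls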;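 further: 0% = DMSO wells given calcium and 100% = 1 mM EGTA wells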
APJ antag = blocks the human apelin receptor APJ | inhibition, % at 20 µM | 0.32% of 330,000 active | CHO-K1 APJ beta-arrestin complementation, luminescence | P35414 | AID 2521;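 active means inhibition above about 40% at 20 µM, limit read from the data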;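 further: cells challenged with 10 nM apelin-13 agonist together with compound; plate controls were apelin-13 plus DMSO wells for no effect and DMSO wells lacking apelin-13 for full effect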
Target sequence (P35414 whole entry, looked up): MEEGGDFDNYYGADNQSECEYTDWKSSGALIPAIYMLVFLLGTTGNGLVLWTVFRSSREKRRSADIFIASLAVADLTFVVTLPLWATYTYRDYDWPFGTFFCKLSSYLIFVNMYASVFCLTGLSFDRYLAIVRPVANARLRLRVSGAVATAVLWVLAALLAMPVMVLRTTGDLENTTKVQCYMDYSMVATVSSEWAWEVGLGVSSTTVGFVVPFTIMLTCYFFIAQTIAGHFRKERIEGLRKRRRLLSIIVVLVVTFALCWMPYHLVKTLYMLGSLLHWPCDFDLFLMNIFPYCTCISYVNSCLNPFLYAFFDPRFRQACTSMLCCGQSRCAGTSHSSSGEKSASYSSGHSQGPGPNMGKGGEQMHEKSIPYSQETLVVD
tim23-1 inh = tim23-1 yeast growth inhibition; S. cerevisiae tim23-1 growth, BacTiter-Glo luminescence, 24 h; inhibition, % at 20 µM; 1.3% of 330,000 active; AID 463212;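 active means growth inhibition of the mutant yeast at or above 50%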;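 further: temperature-sensitive mutant grown at 25 °C; plate controls were DMSO-treated mutant yeast for no effect and medium wells lacking yeast for full effect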
APJ agonist = APJ receptor agonism. P35414. CHO-K1 APJ PathHunter beta-arrestin, luminescence; 0% DMSO wells, 100% apelin. activation, % at 20 µM. 0.11% of 330,000 active;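 active means activation more than six SD over the plate average, tested at 20 µM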;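 further: 0% = DMSO alone and 100% = apelin-13 at 10 nM; some results filed as inactive read as strong as hits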
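Material: CHO-K1 APJ beta-arrestin complementation cell line; Input: cell density 1000 per well; Incubation: compound stimulation 90 min at 25 °C, detection 60 min; Signal: luminescence from split beta-galactosidase complementation, Galacton Star/Emerald II substrate; Controls: DMSO-only wells as negative, 10 nM Apelin-13 as positive control.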
tim10-1 inh = growth inhibitors of tim10-1 mutant yeast. S. cerevisiae tim10-1 ts strain growth, BacTiter-Glo, 24 h. inhibition, % at 20 µM. 2.2% of 330,000 active;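 active means inhibition of at least 40%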;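 further: mutant grown at 25 °C; 0% = DMSO wells with yeast and 100% = wells holding no yeast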
TIM10 inh = growth inhibitors of TIM10 yeast strain; S. cerevisiae TIM10 strain growth, BacTiter-Glo luminescence, 24 h; inhibition, % at 10 µM; 1.4% of 330,000 active; AID 463195;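 active means inhibition of 40% or more at the single tested concentration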;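 further: wild-type TIM10 isogenic control strain grown at permissive 25 °C; 0% = DMSO yeast wells and 100% = minimal medium wells without yeast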
NLRP3 yeast inh = inhibitors of NALP3 inflammasome in yeast | Yeast reconstituted NLRP3/ASC/caspase-1, beta-gal luminescence, 24 h | inhibition, % at 10 µM | 0.39% of 330,000 active | AID 2825;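 active means inhibition of 50% or more; inactive means inhibition below 50%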;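 further: plate controls were induced DMSO wells for no effect and uninduced yeast grown without galactose for full effect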
* = called active by the depositor; . = not tested or not shown.

SMILES	GRIN3A LBD mod	MIN6 prolif	MPTP inh	APJ antag	tim23-1 inh	APJ agonist	tim10-1 inh	TIM10 inh	NLRP3 yeast inh
N#C/C(=C\C1CC=CCC1)c1nc2ccccc2[nH]1 (stereo not drawn)	0	-3	28	12	14	-5	8	-2	16
CC1(C)CC(=O)C2=C(C1)NC(SCC(=O)Nc1ccccc1)=C(C#N)C2c1ccco1 (stereo not drawn)	-10	-2	1.6	9	18	0	14	5	4
CCN(CC)S(=O)(=O)c1cccc(C(=O)NC2=NCCS2)c1	-1	-1	0.6	13	9	-2	-6	-24	12
C(=N\Nc1nnnn1-c1ccccc1)/c1ccncc1	1	0	-3.6	-10	2	-3	-3	14	2
CCOc1ccc(C2=CS/C(=C(\C#N)c3nnc4n3CCCCC4)N2CC)cc1	-17	-3	-0.1	-11	23	6	22	13	-7
Cc1cccc(N2C(=O)C(Cl)=C(Nc3c(C)n(C)n(-c4ccccc4)c3=O)C2=O)c1C	0	-2	-1.6	5	-3	-8	-5	1	18
COc1ccc(C(=O)COC(=O)CNC(=O)C2CCCCC2)c(OC)c1	-1	-1	0.7	11	2	-1	-6	-2	10
COc1ccc(C(C)=O)cc1CSc1nnc(Nc2ccc(C)cc2)s1	-4	-1	-5.2	8	-3	-1	9	-18	12
COc1ccc(S(=O)(=O)N(CC(C)C)CC(C)C)c2cccnc12	-1	2	1.1	25	27	-3	24	-18	4
Cc1cccc(N2CC(C(=O)Nc3nc4ccc(S(C)(=O)=O)cc4s3)CC2=O)c1C (stereo not drawn)	0	-2	-1.9	18	0	-2	-8	5	4
CC(OC(=O)Cc1cccc(C(F)(F)F)c1)C(=O)Nc1ccc(Cl)cn1 (stereo not drawn)	2	-2	-0.6	4	24	-3	-9	-17	33
O=C(OCC(=O)N1CCCC1)c1ccccc1OCc1ccccc1	0	-2	1.1	16	14	-1	14	-9	15
Cc1cccc(NC(=S)N/N=C/c2c[nH]c3ccccc23)c1	33*	-6	3.5	-12	64*	1	38	6	12
Cc1cc(=O)c2ccc(C(F)(F)F)cc2[nH]1	-2	-3	0.8	10	4	4	-3	-32	18
CC(C)(C)OC(=O)NCCCC[C@@H](C(=O)N1CCN(C(=O)OC(C)(C)C)CC1)n1cc(C(CO)NC(=O)OC(C)(C)C)nn1 (stereo partly drawn)	0	-4	-0.1	-70	-12	-3	-8	-8	-8
COc1cc(OC)cc(-c2c(-c3cccs3)c3cc(-c4ccc(OC)c(F)c4)ccc3n2C)c1	0	-2	-1.5	-28	11	-1	7	6	7
Cc1cc(C(=O)N2CCCC(Nc3ccc(F)cc3)C2)c(C)o1 (stereo not drawn)	2	0	-0.5	-39	19	-7	-1	14	6
Cc1ccc(C)c(S(=O)(=O)N2CCN(C(=O)c3cccn3C)CC2)c1	1	3	-0.9	25	17	-4	16	8	23
COc1ccc(N2CCN(C(=O)CCN3C(=S)NC(C)(C)CC3C)CC2)cc1 (stereo not drawn)	-2	1	-0.1	-25	-3	-1	10	3	16
Cc1ccc(CN(C(=O)c2sc3ccccc3c2Cl)C2CCS(=O)(=O)C2)cc1 (stereo not drawn)	-2	-5	3.9	4	32	-6	29	12	9
O=C(CSc1nccc(=O)[nH]1)Nc1cc(C(F)(F)F)ccc1N1CCOCC1	-2	-4	-0.6	13	11	-2	20	2	-6
CCC(CO)Oc1cc(NC(=O)c2ccccc2Cl)c2ncn(C(C)C)c2c1 (stereo not drawn)	-1	-2	-0.7	5	-2	-1	6	3	13
C=C[C@H]1C(O[C@@H]2O[C@H](CO)[C@@H](O)[C@H](O)[C@H]2O)OC=C2C(=O)N3CCc4cc(OC)c(O)cc4[C@H]3C[C@H]21 (stereo partly drawn)	1	-3	-1.7	2	12	-3	0	-2	5
COc1cccc(-c2ccc3nnc(SCC(=O)N4CCOCC4)n3n2)c1	-1	-2	-0.9	-10	-14	-5	-12	7	2
O=C(CNc1ccc(F)cc1)N/N=C1\CCc2ccccc21	1	-2	-0.3	2	15	-3	9	7	19
Nc1nnc(SCC(=O)c2cccc([N+](=O)[O-])c2)s1	-1	0	0.2	2	20	1	11	11	1
COCC(C)n1c(C)cc(C(=O)CSc2nnc(Nc3ccccc3F)s2)c1C (stereo not drawn)	-3	-4	0.0	8	35	-4	17	16	1
CC(=O)c1c(C(C)=O)c(C)n(-c2ccc3ncccc3c2)c1C	-1	-1	0.3	-22	7	-1	12	-11	0
CN(c1ccc(C(=O)NCc2ccncc2)cc1)S(C)(=O)=O	-4	-2	0.0	5	6	-1	10	0	6
Cn1cccc1C(=O)NS(=O)(=O)c1ccccc1Cl	2	0	-2.4	6	-14	-5	12	3	-12
Cc1cc(SCC(=O)NCCCN2CCCC2=O)nc2ccccc12	-1	-1	-0.7	21	-2	-1	9	14	12
COC(=O)[C@@]1(Cc2ccc(OC)cc2)[C@H]2c3cc(C(=O)N(C)C)n(Cc4ccc(OC(F)(F)F)cc4)c3C[C@H]2CN1C(=O)c1ccccc1	5	-8	.	15	-13	2	23	-13	6
Oc1ccc(-c2nc3ncccn3c2Nc2ccc3c(c2)OCCO3)cc1	-5	1	0.1	17	27	-2	23	17	6
O=C(Cn1nnc2ccccc2c1=O)NC1CCCc2ccccc21 (stereo not drawn)	-10	-1	1.0	3	9	4	8	2	11
C=CCN(c1ccccc1)S(=O)(=O)c1cccc(C(=O)O)c1	0	3	-0.9	12	-5	-8	4	-8	7
CNC(=O)NC(=O)COC(=O)c1cccc(S(=O)(=O)N2CC3(C)CC2CC(C)(C)C3)c1 (stereo not drawn)	2	4	-0.6	14	34	0	21	22	18
O=C(COC(=O)C1CC1)Nc1ccc(OC(F)F)cc1	0	1	-1.8	-9	3	-2	1	-3	3
O=C(C1CCC1)N1CCN(c2ccnc3cc(Cl)ccc23)CC1	1	-1	11	2	6	0	8	8	21
O=C(NCC(c1cccs1)N1CCOCC1)c1ccco1 (stereo not drawn)	1	-3	-0.5	-12	-9	-2	10	18	3
Cc1cccc(N(Cc2nnc3n2CCCCC3)C(=O)Nc2ccccc2)c1	0	2	-2.1	7	-3	-2	3	-2	-17

Gathered by group: the entries above with a thiophene ring, fused or not
SMILES	GRIN3A LBD mod	MIN6 prolif	MPTP inh	APJ antag	tim23-1 inh	APJ agonist	tim10-1 inh	TIM10 inh	NLRP3 yeast inh
COc1cc(OC)cc(-c2c(-c3cccs3)c3cc(-c4ccc(OC)c(F)c4)ccc3n2C)c1	0	-2	-1.5	-28	11	-1	7	6	7
Cc1ccc(CN(C(=O)c2sc3ccccc3c2Cl)C2CCS(=O)(=O)C2)cc1 (stereo not drawn)	-2	-5	3.9	4	32	-6	29	12	9
O=C(NCC(c1cccs1)N1CCOCC1)c1ccco1 (stereo not drawn)	1	-3	-0.5	-12	-9	-2	10	18	3

(list continues)
SMILES	GRIN3A LBD mod	MIN6 prolif	MPTP inh	APJ antag	tim23-1 inh	APJ agonist	tim10-1 inh	TIM10 inh	NLRP3 yeast inh
O=C1C=C(c2ccc(OC(F)(F)F)cc2)C[C@@H](c2ccc(F)cc2)C1	-1	-4	4.7	7	32	-3	2	3	6
COc1ccc(NC(=O)Nc2ccncc2)c(OC)c1	-1	2	-3.1	-28	-2	1	-6	-5	0
COc1ccc2sc(-c3ccccc3OC)c(C#CCCO)c2c1	-7	-6	0.3	1	37	-2	15	9	10
Cc1ccc(N(Cc2ccccc2)C(=O)c2cc(S(=O)(=O)N3CCOCC3)ccc2F)cc1	-1	0	1.2	22	22	2	15	12	20
CN(C)c1ccc(CNC(=O)c2cc(S(=O)(=O)N3CCOCC3)cn2C)cc1	-1	3	1.0	-3	4	-3	-2	5	16
COc1ccc(OCC(=O)N/N=C/C=C/c2ccccc2)cc1	-20	-3	1.6	7	15	-3	9	11	28
COc1ccc(S(=O)(=O)NCCc2ccco2)cc1OC	-1	-1	1.5	-2	8	-4	8	8	7
COc1ccccc1C(=O)NCC(=O)OCc1ccc(Br)cc1	-6	0	-0.3	2	18	1	10	-1	10
CC1(C)O[C@@H](CC(=O)O)[C@]23CO[C@H](C(=O)[C@]4(C)C2CC[C@@]2(C)[C@H](c5ccoc5)OC(=O)C5O[C@]524)[C@@H]13 (stereo partly drawn)	-2	2	1.9	7	-1	-1	-18	0	-2
COc1ccc(N2C(=O)CC(Nc3ccc(C(=O)O)cc3)C2=O)cc1OC (stereo not drawn)	-1	-1	-1.1	-6	3	0	6	13	19
O=C(Nc1ccccc1Cl)C1CCCN(c2ncnc3c2nc2n3CCCCC2)C1 (stereo not drawn)	-1	1	-2.4	-8	40	-4	54*	22	15
COc1ccc(NC(=O)c2ccccc2NC(=O)COc2ccccc2)cc1	-2	-3	0.3	5	-23	-6	19	-9	-1
CCCCC(=O)Nc1ncc(S(=O)(=O)c2ccc([N+](=O)[O-])cc2)s1	-10	-1	2.6	-122	2	21	17	4	12
CN(C)c1ccc(/C=C/c2c([N+](=O)[O-])c(=O)n(C)c(=O)n2C)cc1	2	1	0.6	-20	-6	-1	-8	-1	-2
COc1ccc(NC(=O)c2ccccc2NC(=O)CSc2ccc(Cl)cc2)cc1	1	-4	0.8	5	2	-3	0	10	-7
Cc1ccc2c(COC(=O)c3ccc(C)c(C)c3)cc(=O)oc2c1	2	-2	0.5	-17	-5	-2	2	-27	13
N#CCCOC1(C#CCN2CCCC2)CCCCC1	2	-2	0.3	17	6	-2	10	-9	11
O=C(NCCc1ccc(F)cc1)c1ccc2c(=O)n3c(nc2c1)CCC3	-3	2	-0.8	6	0	1	4	7	12
O=C(Cc1ccc(S(=O)(=O)N2CCOCC2)s1)Oc1ccc(F)cc1	-4	-2	2.4	-34	15	8	23	12	24
CC(C)c1ccc(NC(=O)C(c2ccccc2)N2CCC3(CC2)OCCO3)cc1 (stereo not drawn)	1	-1	0.2	2	52*	5	35	38	2
CCOC(=O)c1c(OCCO)nn(-c2ccc(Cl)cc2)c1N	3	-3	-0.8	9	2	-1	-8	2	-3
CCOc1ccc(CCNC(=O)COC(=O)c2cccs2)cc1OCC	1	1	0.0	6	5	2	-4	14	21
OCCC#Cc1c(-c2ccsc2)sc2ccccc12	-22	-6	-0.9	12	0	8	46*	2	-20
COc1ccc(-c2nc3ccc([N+](=O)[O-])cc3o2)cc1	-1	-3	-0.5	-12	7	1	2	-9	4
Cc1ccc(C(=O)Oc2csc(=S)n2C(=O)c2ccc(C)cc2)cc1	-7	-3	1.0	4	19	-2	21	-9	31
CCOC(=O)C1CCN(C(=O)c2cc(S(=O)(=O)N3CCCCCC3)ccc2OC)CC1	0	-2	0.3	-3	10	1	21	9	11
CCOC(=O)N1CCN(S(=O)(=O)N2CCCC(C(=O)NCc3ccc(OC)cc3OC)C2)CC1 (stereo not drawn)	1	2	0.5	-3	14	4	25	8	5
COc1ccc(CNC(=O)CC(C)S(=O)(=O)c2ccc3c(c2)NC(=O)CO3)cc1 (stereo not drawn)	-1	1	0.4	6	11	-5	14	0	2
Cc1ccc(NC(=O)N/C=C/c2ccccc2)cc1	1	-2	0.4	-12	0	0	-13	-2	21
O=[N+]([O-])c1ccc(S(=O)(=O)NCC(c2cccnc2)N2CCc3ccccc3C2)cc1 (stereo not drawn)	-1	-1	-1.4	-12	8	17	9	-3	0

The order is random. Share with any hit: about 7.2%.
